Screening data from PubChem BioAssay.
M. tuberculosis HTS: M. tuberculosis growth inhibition, HTS (AID 449762). actives 0.59% (n = 330,000). M. tuberculosis H37Rv growth inhibition, 7H9 media; higher % means a stronger effect. inhibition, % at 25 µM, or IC50 in µM where a hit was titrated; in the data active = a potency from the dose series; inconclusive = inhibition above about 70% without an active follow-up result;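 note: bacterial growth assessed after seven days of incubation; strong numbers were not always called active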
H1N1 NS1A inhibition: H1N1 influenza NS1A inhibitors, functional cell based assay (AID 504329). NS1A functional cell-based assay, percent inhibition; higher % means a stronger effect. inhibition, % at 12.5 µM, or IC50 in µM where a hit was titrated. actives 0.3% (n = 340,000); in the data active = a potency from the dose series; inconclusive = inhibition above about 27% without an active follow-up result; note: strong numbers were not always called active
M. tuberculosis: growth inhibition of non-replicating M. tuberculosis (AID 488890); Mycobacterium tuberculosis non-replicating, growth inhibition; higher % means a stronger effect; actives 0.39% (n = 320,000); inhibition, % at 25 µM, or IC50 in µM where a hit was titrated; in the data active = a potency from the dose series; inconclusive = inhibition mostly from about 82% at the one dose, without a potency; inactive = the rest, 99 in 100 with inhibition below about 76%;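 note: plate controls were DMSO cells for no effect and high antibiotic wells for full effect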
PhoP GFP inhibition: PhoP regulon inhibitors, Salmonella typhi PhoP promoter GFP reporter, confirmatory (AID 1850); actives 0.33% (n = 310,000); inhibition, % at 50 µM, or IC50 in µM where a hit was titrated; Salmonella Typhi PhoP-promoter GFP reporter, fluorescence, 4 h; higher % means a stronger effect; in the data active = a potency from the dose series; inconclusive = inhibition mostly from about 25% at the one dose, without a potency; inactive = the rest, 99 in 100 with inhibition below about 19%;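 note: 0% = induced wells with vehicle and 100% = uninduced wells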
VEEV TC-83 Vero: inhibitors of VEEV TC-83 cytopathic effect, confirmation, Vero cells (AID 588727) | Vero cells, VEEV TC-83 cytopathic effect inhibition; higher % means a stronger effect | inhibition, % at 20 µM; hits with a dose series show IC50 in µM | actives 0.13% (n = 350,000); in the data active = a potency from the dose series; inconclusive = inhibition mostly from about 14% at the one dose, without a potency; inactive = the rest, 99 in 100 with inhibition below about 12%; note: strong numbers were not always called active
VEEV TC-83 Vero 10K pilot screen: second read-out of VEEV TC-83 Vero, no call of its own (marks repeat the call); inhibition, %; measured here: 10K pilot screen inhibition
An asterisk follows results filed as active; i = inactive; ? = inconclusive; nt = not tested or not shown; & = joins results of further samples.

SMILES | M. tuberculosis HTS | H1N1 NS1A inhibition | M. tuberculosis | PhoP GFP inhibition | VEEV TC-83 Vero | others
O=C(CSc1c2c(nc3ccc(Cl)cc13)CCCC2)N1CCN(C(=O)c2ccco2)CC1 | nt | 4.1% | nt | nt | ?
CCCn1c(N)c(C(=O)COC(=O)/C=C/c2ccc(OC(F)F)c(OC)c2)c(=O)[nH]c1=O | -5.9% | -2.8% | -11.0% | nt | 1.1%
COCc1c(C(=O)NC2CCCCCC2)oc2ccccc12 | 8.1% | 8.0% | 44.2% | -1.6% | i
C=CCn1c(C(C)NC(=O)c2ccccc2)n[nH]c1=S (stereo not drawn) | 1.7% | 5.5% | 10.4% | 6.1% | i
CNC(=S)NNC(=O)c1cccn(Cc2cccc(Cl)c2)c1=O | 3.9% | 2.2% | 21.5% | 9.0% | 0.2%
COc1ccccc1CNC(=O)c1cccc2c1C(=O)N(Cc1cccnc1)C2 | 12.0% | 14.1% | 25.1% | -3.2% | 0.3%
CCOC(=O)n1cc(C(=O)c2ccccc2O)cn1 | 4.6% | -0.1% | -9.6% | 2.8% | 2.5%
COc1ccc(C(=O)/C=C/Nc2ccc(NC(C)=O)cc2)cc1OC | -3.0% | 3.4% | 14.2% | -1.6% | 2.1%
O=C(NC1CCCC1)C(c1ccc(Cl)cc1)N(C(=O)c1csnn1)C1CC1 (stereo not drawn) | -2.2% | 7.2% | 12.7% | 2.0% | i
O=C(COC(=O)c1cc2ccccc2cc1O)NCc1ccccc1 | 60.0% | -9.7% | 78.8% | nt | 6.0%
N#CCCSc1nc(N2CCOCC2)c2c(c1C#N)CCCC2 | 51.9% | 0.1% | 9.6% | -4.2% | 7.9%
COc1ccc(C(=O)Nc2ccccc2C(=O)N2CCCCCC2)cc1 | 5.2% | -3.3% | -9.0% | -23.3% | 0.1%
COc1ccccc1Oc1ccc2c(c1)C(=O)N(c1cccc(O)c1)C2=O | -0.5% | 8.2% | 2.4% | -12.2% | 0.5%
CCCNC(=O)N1CCC2(CC1)OCCO2 | 1.5% | -6.3% | 4.4% | 3.0% | i
CC(=O)/C(N=Nc1cc2c(cc1[N+](=O)[O-])OCCO2)=C(\C)O | -3.7% | -1.1% | 1.4% | 5.5% | 0.5%
COc1ccc(-c2nnc(SCC(=O)N(C)C3CCS(=O)(=O)C3)n2C(C)C)cc1 (stereo not drawn) | -2.3% | -1.1% | nt | nt | 1.5%
COc1ccc(C(=O)Nc2ccc(S(=O)(=O)Nc3cnc4ccccc4n3)cc2)cc1 | 7.4% | 1.2% | 62.2% | -1.5% | 0.4%
CCOC(=O)c1c(C)n(C)c2cc([N+](=O)[O-])c(O)c([N+](=O)[O-])c12 | 0.9% | -18.9% | 45.9% | -1.9% | 1.1%
COc1cc(-c2nc(CN(C)Cc3nnc(C)o3)c(C)o2)ccc1F | -2.0% | 9.2% | 8.4% | 3.3% | i
Cc1ccc2c(c1)c1c3n2CCN=C3CCC1 | 10.3µM* | -6.9% | i | 0.5% | 5.0%
COc1ccc(Br)cc1C(=O)N/N=C/c1ccc([N+](=O)[O-])cc1 | 0.7% | -2.3% | -12.2% | -0.6% | 1.3%
CC(OC(=O)Cc1ccc(Br)cc1)C(=O)NC1CCCCC1C (stereo not drawn) | 13.6% | -4.9% | 45.2% | 4.9% | 0.2%
CCOc1ccccc1NC(=O)C1CCCC1 | nt | 2.6% | nt | nt | i
CCOC(=O)c1nnn(CC(=O)Nc2cccc(OC)c2)c1C(=O)OCC | -9.8% | -2.2% | -0.6% | -3.5% | 1.2%
Cc1cc(C)n2nc(CNS(=O)(=O)c3ccc(F)cc3)nc2n1 | -8.0% | 2.7% | 3.7% | 1.2% | 0.5%

7 entries picked at random from the list so far:
SMILES | M. tuberculosis HTS | H1N1 NS1A inhibition | M. tuberculosis | PhoP GFP inhibition | VEEV TC-83 Vero | others
CCCn1c(N)c(C(=O)COC(=O)/C=C/c2ccc(OC(F)F)c(OC)c2)c(=O)[nH]c1=O | -5.9% | -2.8% | -11.0% | nt | 1.1%
COc1ccc(-c2nnc(SCC(=O)N(C)C3CCS(=O)(=O)C3)n2C(C)C)cc1 (stereo not drawn) | -2.3% | -1.1% | nt | nt | 1.5%
CCOC(=O)c1nnn(CC(=O)Nc2cccc(OC)c2)c1C(=O)OCC | -9.8% | -2.2% | -0.6% | -3.5% | 1.2%
CCOC(=O)n1cc(C(=O)c2ccccc2O)cn1 | 4.6% | -0.1% | -9.6% | 2.8% | 2.5%
COc1ccc(C(=O)Nc2ccccc2C(=O)N2CCCCCC2)cc1 | 5.2% | -3.3% | -9.0% | -23.3% | 0.1%
O=C(COC(=O)c1cc2ccccc2cc1O)NCc1ccccc1 | 60.0% | -9.7% | 78.8% | nt | 6.0%
N#CCCSc1nc(N2CCOCC2)c2c(c1C#N)CCCC2 | 51.9% | 0.1% | 9.6% | -4.2% | 7.9%

More structures:
SMILES | M. tuberculosis HTS | H1N1 NS1A inhibition | M. tuberculosis | PhoP GFP inhibition | VEEV TC-83 Vero | others
CC(C)c1ccc(NC2CCCN(C(=O)CSc3nncn3C)C2)cc1 (stereo not drawn) | 1.6% | 1.0% | -2.0% | 11.7% | i
CCn1nnc2cc(C(=O)N(CCOC)CC(=O)Nc3cccc(C)c3C)ccc21 | -12.7% | -8.7% | -17.4% | nt | 1.4%
Cc1c(CCC(=O)NCCCn2ccnc2)c(=O)oc2c(C)c3occ(C(C)(C)C)c3cc12 | 23.1µM* | -5.9% | 52.7% | -24.0% | 3.4%
O=C1COc2ccc(C(=O)COc3ccc([N+](=O)[O-])cc3)cc2N1 | 6.6% | -13.4% | -0.2% | -2.3% | i
COc1ccc(/C=N/NS(=O)(=O)c2ccc(F)cc2)cc1CN1CCSCC1 | -6.0% | 16.9% | -5.7% | -0.2% | 2.4%
O=C(NC1CCCN(Cc2ccc(Cl)cc2)C1)C1CCC1 (stereo not drawn) | 7.7% | 0.0% | -8.0% | 3.5% | i
COc1ccc(C(C)=O)cc1CC(=O)N(Cc1ccccc1)c1ccccc1 | 1.0% | -9.4% | 31.9% | 1.7% | 0.4%
CCOc1ccc(NS(=O)(=O)c2ccc(C(=O)NC3CCN(Cc4ccccc4)CC3)cc2)cc1 | 19.1% | -1.7% | 9.0% | -2.0% | 0.6%
CCCSc1cc(NCCOC(C)=O)c([N+](=O)[O-])c2nonc12 | 14.4% | 3.4% | nt | -0.9% | 2.9%
CCC(Sc1nnc(-c2ccco2)n1C)C(=O)Nc1nnc(C)s1 (stereo not drawn) | 1.7% | 0.9% | -13.9% | 4.1% | 0.2%
CC(OC(=O)/C=C/c1ccc(Br)cc1)C(=O)N1CCOCC1 (stereo not drawn) | 3.8% | -13.3% | 2.0% | 4.2% | i
O=C(CC1C(=O)NCCN1Cc1c(F)cccc1Cl)NC1CCCC1 (stereo not drawn) | -8.1% | -20.9% | 3.1% | -2.1% | 0.8%
O=C(COc1cccnc1[N+](=O)[O-])NCc1cccs1 | -5.0% | 12.7% | 10.1% | 2.1% | 1.3%
O=C(NN=Cc1ccccc1)NN=Cc1ccccc1 | nt | -0.7% | nt | nt | 3.0%
O=C(NCCc1ccc(C(F)(F)F)cc1)c1ccc2c(c1)OCO2 | -7.3% | -6.6% | 27.7% | nt | i
CCOC(=O)c1c(NC(=S)Nc2ccc(F)cc2)sc2c1CCC2 | 16.3% | -0.5% | 40.7% | -1.1% | i
Cc1sc(NC(=O)CN2CCN(c3ccccn3)CC2)c(C#N)c1C | -6.0% | 10.8% | 12.9% | 0.1% | 0.3%
NC(=O)/C(=C\c1cccnc1)NC(=O)c1ccccc1 | 1.9% | -13.2% | -4.5% | -15.8% | i
COc1ccc2c(C)cc(SCC(=O)NCC3CCCO3)nc2c1 (stereo not drawn) | 6.6% | -2.0% | -2.5% | nt | 3.5%
Cc1ccc(N(C(=O)c2ccco2)C(C(=O)NC2CCCC2)c2cccnc2)cc1 (stereo not drawn) | 0.8% | 5.0% | -13.9% | 0.0% | i
Cc1occc1C(=O)N/N=C/C1=C(N2CCOCC2)C(=C\c2ccc(Cl)cc2Cl)/CC1 | 5.9% | -1.9% | -19.0% | -7.4% | 0.8%
CC(C)CS(=O)(=O)C1=NSC2=NC(=O)/C(=C\c3ccc(OC(=O)c4ccco4)cc3)C(=N)N21 | ? | 4.2% | ? | -7.7% | 0.1%
Cc1ccc(NC(=O)Nc2cc(C)on2)cc1 | 9.3% | -1.8% | -3.0% | -4.0% | 0.8%
S=C(Nc1ccc(Cl)c(Cl)c1)NC1CCCCC1 | ? | -20.5% | ? | 4.7% | i
Cc1c(/C=N/NC(=O)CNc2ccccc2)c2ccccn2c1C(=O)c1ccc(Cl)cc1 | 13.8% | 17.3% | 0.2% | -6.8% | 6.0%

Sorted by length of the SMILES (low to high): part of the list above.
SMILES | M. tuberculosis HTS | H1N1 NS1A inhibition | M. tuberculosis | PhoP GFP inhibition | VEEV TC-83 Vero | others
Cc1ccc(NC(=O)Nc2cc(C)on2)cc1 | 9.3% | -1.8% | -3.0% | -4.0% | 0.8%
S=C(Nc1ccc(Cl)c(Cl)c1)NC1CCCCC1 | ? | -20.5% | ? | 4.7% | i
O=C(NCCc1ccc(C(F)(F)F)cc1)c1ccc2c(c1)OCO2 | -7.3% | -6.6% | 27.7% | nt | i
COc1ccc(/C=N/NS(=O)(=O)c2ccc(F)cc2)cc1CN1CCSCC1 | -6.0% | 16.9% | -5.7% | -0.2% | 2.4%

Additional structures.
SMILES | M. tuberculosis HTS | H1N1 NS1A inhibition | M. tuberculosis | PhoP GFP inhibition | VEEV TC-83 Vero | others
Nc1c(N(CCC2=CCCCC2)C(=O)C2CC2)c(=O)[nH]c(=O)n1Cc1ccccc1 | -14.6% | -3.1% | 16.5% | 0.6% | 11.4%
Cn1c(O)c(Cc2ccc(OCc3ccccc3)cc2)c(=O)n(C)c1=O | -8.8% | 14.7% | 5.2% | -4.9% | 0.5%
Cc1ccc(C(=O)OCC(=O)Nc2ccc(S(N)(=O)=O)cc2)c(O)c1 | 0.5% | 11.2% | -6.7% | 4.7% | 0.3%
CC(C)C[C@@H](CNCC(=O)[C@H](Cc1c[nH]c2ccccc12)NC(=O)c1[nH]cnc1C(=O)N[C@@H](C)CN)NC(=O)c1nc[nH]c1C(=O)N[C@@H](CC(=O)O)C(=O)O | nt | -9.4% | nt | nt | i
O=C(NCC(=O)N(c1cccnc1)C(C(=O)NC1CCCCC1)c1ccccc1F)c1ccco1 (stereo not drawn) | 15.1% | -6.7% | 3.6% | 10.0% | 1.8%
CC(C)C[C@H](NC(=O)c1nc[nH]c1C(=O)N1CCN(C(=O)OC(C)(C)C)CC1)C(=O)OCc1ccccc1 | 20.0% | -6.6% | 70.6% | 5.4% | 5.3% | VEEV TC-83 Vero 10K pilot screen=14.2
Cc1c(Cl)ccc2c(C(=O)NC(C)c3ccncc3)cc(-c3ccncc3)nc12 (stereo not drawn) | ? | nt | 66.0% | 6.9% | nt
COC1C(OC(=O)c2ccc(C)[nH]2)C(O)C(Oc2ccc3c(O)c(NC(=O)c4ccc(O)c(CC=C(C)C)c4)c(=O)oc3c2Cl)OC1(C)C (stereo not drawn) | -2.5% | 9.4% | 32.2% | 17.6% | 1.1%
COc1ccc2[nH]c(C(=O)NCCN3CCOCC3)cc2c1 | -1.6% | 2.7% | 0.9% | 1.2% | 1.5%
Cc1ccc(-c2nc3c(c(=O)c4ccccc4n3C)c(=O)n2Cc2ccco2)cc1 | 11.4µM* | 23.5% | ? | -13.4% | ?
Cc1ccc(C(=O)C[n+]2cc(-c3ccccc3)n3c2CCCCC3)cc1 | -2.9%&2.5% | 0.8%&1.2% | 16.9%&43.2% | 5.7%&13.1% | i
CC1(C)N=C(N)N=C(N)N1CCCCc1ccccc1 | nt | 1.0% | nt | nt | 0.3%
Cc1c(-n2cc(C(=O)c3cc(F)ccc3O)cc(C#N)c2=O)c(=O)n(-c2ccccc2)n1C | -0.3% | 1.9% | 19.2% | 1.1% | 0.4%
CS(=O)(=O)NCCSCc1ccccc1 | -1.8% | -5.6% | 20.2% | -7.3% | 0.4%
CC[C@H](CO)Nc1nc(Nc2cccc(Cl)c2)c2ncn(C(C)C)c2n1 | ? | -0.7% | 5.4% | -3.4% | 7.9%
Cc1cc(NC(=O)COc2ccccc2C)ccc1NC(=O)c1cccs1 | -8.6% | 3.6% | 27.1% | 11.5% | 2.3%
CC(=O)c1sc(NC(=O)CN2C(=O)C3CCCCC3C2=O)nc1-c1ccccc1 (stereo not drawn) | -10.9% | -2.0% | 4.0% | nt | 4.8%
CCCCCCc1nc2ccccc2c(=O)n1NC(=O)c1c(O)c2c(n(CC(C)C)c1=O)CCCC2 | 6.8% | 3.6% | -3.1% | -3.4% | i
